D1 agonist = agonists of human D1 dopamine receptor | 360,000 tested, 1% active | AID 504660 | P21728 | HEK293 T-REx D1 cells, calcium flux, agonist mode | activation, % at 2 µM; in the data active means activation above about 30%; further: 0% is about no effect
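Agonism was scored from calcium flux recorded over 180 s (1 read/s) after pintool compound addition, following a 10-cycle baseline. Cells were inducible force-coupled HEK293 TREx D1, plated overnight at 30 C and loaded with no-wash calcium dye.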
RXFP1 antagonist = blocks the human relaxin receptor RXFP1 | 350,000 tested, 0.59% active | HEK293-RXFP1, relaxin-stimulated cAMP HTRF, 30 min; stronger effect = lower value | AID 1259400 | Q9HBX9 | activity change, negative = inhibition, % at 57.5 µM;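 active means activity change of -60% or lower, but not beyond a set lower limit; inconclusive means change between -60% and -40%, or beyond the set limit; inactive means change above -40%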; further: on the % scale 0 is the no-effect control and ±100 the full control effect
Target sequence (Q9HBX9 whole entry, looked up): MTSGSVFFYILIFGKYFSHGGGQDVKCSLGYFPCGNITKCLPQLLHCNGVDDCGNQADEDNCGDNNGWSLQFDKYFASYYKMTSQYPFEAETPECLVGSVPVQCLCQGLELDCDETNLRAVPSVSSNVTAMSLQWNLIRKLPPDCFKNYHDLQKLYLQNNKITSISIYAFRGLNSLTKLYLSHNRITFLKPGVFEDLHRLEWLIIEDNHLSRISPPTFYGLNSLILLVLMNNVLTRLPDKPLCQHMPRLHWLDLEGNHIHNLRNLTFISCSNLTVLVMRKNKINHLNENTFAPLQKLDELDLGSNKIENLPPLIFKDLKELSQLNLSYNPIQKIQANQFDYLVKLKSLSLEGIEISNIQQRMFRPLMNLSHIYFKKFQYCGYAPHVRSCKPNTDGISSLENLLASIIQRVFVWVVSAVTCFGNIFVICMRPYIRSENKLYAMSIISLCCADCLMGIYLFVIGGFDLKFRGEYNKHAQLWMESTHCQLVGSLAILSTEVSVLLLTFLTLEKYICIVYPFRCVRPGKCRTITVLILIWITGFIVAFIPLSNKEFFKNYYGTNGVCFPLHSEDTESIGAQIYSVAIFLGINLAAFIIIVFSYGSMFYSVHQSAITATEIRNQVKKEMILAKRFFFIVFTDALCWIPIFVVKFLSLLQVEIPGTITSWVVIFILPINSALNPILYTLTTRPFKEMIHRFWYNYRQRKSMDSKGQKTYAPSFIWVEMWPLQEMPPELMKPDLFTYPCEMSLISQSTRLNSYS
D1 antagonist = human D1 dopamine receptor antagonism. P21728. HEK293 TREx D1 cells, calcium flux, dopamine EC80; stronger effect = lower value. activity change, negative = inhibition, % at 10 µM. 360,000 tested, 3.2% active; in the data active means activity change below about -30%; further: on the % scale 0 is the no-effect control and ±100 the full control effect
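After overnight tetracycline induction at 30 C, force-coupled D1 HEK293 cells took up a no-wash calcium dye at room temperature. Compounds were added and monitored 180 s, and the response to EC80 dopamine was then recorded.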
D2 agonist = D2 dopamine receptor (human) agonism. 340,000 tested, 0.53% active. activation, % at 2 µM. P14416. HEK293 T-REx D2 cells, calcium flux agonist mode;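 active means activation over 3 SD above normal in the single-dose calcium agonist read, cut at about 30% in these data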; further: 0% is about no effect
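Agonism scored from kinetic calcium signal (1 read/sec, 180 s) following compound pin transfer, after a 10 s baseline. Cells: HEK293 Trex line expressing inducible D2 receptor coupled to calcium, dye-loaded after overnight culture at 30 C.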
D2 potentiator = D2 dopamine receptor (human) potentiation; P14416; 340,000 tested, 0.34% active; potentiation, % at 10 µM; HEK293 T-REx D2, calcium flux, EC20 dopamine potentiation;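 active means potentiation over 3 SD above the plate norm, cut at about 30% in these data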; further: 0% is about no effect
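Using a no-wash calcium dye in inducible, force-coupled HEK293 Trex cells expressing D2, we tracked fluorescence each second for 180 s after compound, then for 180 s after EC20 dopamine to detect augmented signalling.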
TRHR enhancer = TRH receptor (human) allosteric enhancement. TRHR cells, fluo-8 calcium fluorescence, EC20 TRH enhancement. enhancement, % at 2 µM. 360,000 tested, 0.66% active; in the data active means enhancement above about 30%; further: 0% is about no effect
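TRHR-expressing cells loaded with fluo-8 calcium dye were read kinetically (ex 480/em 530) during compound addition, then stimulated with an EC20 of TRH (10 nM final). Enhancement of the Gq-mediated intracellular calcium response was scored.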
D2 antagonist = antagonizes the human D2 dopamine receptor; P14416; HEK293 TREx D2 cells, calcium flux, dopamine EC80; inhibition, % at 10 µM; 340,000 tested, 2% active; in the data active means inhibition above about 30%; further: 0% is about no effect
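Tetracycline-induced HEK293 T-REx cells expressing D2 force-coupled to calcium signalling were dye-loaded, exposed to compound for 180 s, then challenged with an EC80 of dopamine; calcium flux was followed kinetically for a further 180 s.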
D1 potentiator = enhances dopamine response at the human D1 receptor; P21728; potentiation, % at 10 µM; 360,000 tested, 0.036% active; HEK293 TREx D1 cells, calcium flux, dopamine EC20 potentiation; in the data active means potentiation above about 30%; further: 0% is about no effect
RXFP1 ag = agonists of human relaxin receptor RXFP1; Q9HBX9; HEK293T-RXFP1 cAMP TR-FRET, 30 min; response scale: percent of porcine relaxin response, buffer zero; Potency, µM (doses to about 57.5 µM), for inactives: top-dose activation, most hits filed as activators; 370,000 tested, 0.3% active; active means well fitted activation curve with a large enough effect; inconclusive means small, poorly fitted or top-dose-only effect; further: potency means the concentration at half of the fitted maximal effect; on the % scale 0 is the no-effect control and ±100 the full control effect; nearly all actives have a fitted effect of over 60% in size; many of its hits are not listed in these tables
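HEK293 cells stably expressing RXFP1, treated 30 min at 37C with compounds plus PDE4 inhibitor Ro 20174; cAMP measured by HTRF TR-FRET. Normalized to buffer and 29 nM porcine relaxin; EC50 by Hill fit.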
* hit, by the source's call; ? = inconclusive; . = not tested or not shown; & = joins results of further samples. Only part of the results is shown, so the mix of outcomes need not match the whole.

SMILES | D1 agonist | RXFP1 antagonist | D1 antagonist | D2 agonist | D2 potentiator | TRHR enhancer | D2 antagonist | D1 potentiator | RXFP1 ag
COc1cc(NS(=O)(=O)c2ccc(NC(=O)c3ccc(F)cc3)cc2)ncn1 | 3 | -4 | 8 | 0.4 | 12 | -3 | 2 | -2 | 0.7%
O=[N+]([O-])c1cc([N+](=O)[O-])c(Oc2ccc(Cl)c3cccnc23)cc1NN1CCCCC1 | 2 | . | 6 | -0.2 | 3 | -3 | -5 | 5 | -1.4%
CC(C)(C)N1CC(COc2ccccc2)OC1=O (configuration not stated) | 0 | -4 | -2 | 0.0 | 8 | 5 | -13 | -2 | 0.2%
CCOc1ccccc1-n1c(COc2ccc(C)cc2)nnc1SCC(N)=O | 0 | 21 | -8 | 0.5 | 4 | 4 | 12 | 0 | -2.6%
CCN(CC)C(=S)Oc1ccc(Cl)cc1Cl | 1 | -15 | -17 | . | . | 24 | . | -7 | -0.2%
COc1ccc(OC)c(NC(=O)C2CCN(c3ncccn3)CC2)c1 | 0 | 15 | 7 | . | 11 | 4 | -8 | 2 | 1.0%
O=S(=O)(/N=C(/Nc1ccc(Cl)c(S(=O)(=O)Nc2ccccc2Cl)c1)c1ccc(F)cc1)c1ccccc1 | 4 | -13&7 | -12 | 0.4 | -12 | -3 | 1 | -3 | -0.9%
CC(=O)N1CCN(c2ccc(NC(=S)NC(=O)/C=C/c3ccccc3)cc2)CC1 | 2 | . | 3 | -1.2 | 5 | 1 | 8 | 6 | 1.9%
CCOc1ccc(S(=O)(=O)N2CCC(C(=O)OCc3cccc(OC)c3OC)CC2)cc1 | 22 | 6 | 0 | 3.0 | 12 | -5 | 28 | -4 | -1.2%
CC(=O)Nc1nc(C)nc(C)c1C(C)=O | 3 | 3 | 3 | 0.4 | 4 | 13 | -6 | 4 | 0.5%
CC(C)c1ccc(/C=N/N2CCN(c3ccccn3)CC2)cc1 | 3 | -20 | -2 | 0.2 | -12 | -5 | -6 | 8 | -2.7%
CCCCc1c(O)nc(SCC(=O)O)[nH]c1=O | 0 | -27 | -16 | 0.0 | 7 | -11 | -4 | -1 | 0.5%
COc1ccc(S(=O)(=O)N(CCc2ccccc2)CC(=O)NCc2ccccc2)cc1 | 27 | -6 | -9 | -0.8 | 3 | -6 | . | -2 | 4.7%
COc1ccc(CNCc2ccc3c(c2)n(C)c(=O)n3C)cc1 | 3 | 3 | 3 | 0.0 | -18 | 2 | . | 0 | 6.2%
CCCn1cc(CN2CCC(n3nccc3NC(=O)c3ccc4c(c3)OCO4)CC2)c(C)n1 | 0 | -15 | 8 | 0.3 | -2 | 0 | -10 | 3 | -2.6%
Cc1ccsc1/C=N/NC(=O)c1ccc2nc[nH]c2c1 | 2 | 8 | 7 | 0.6 | -8 | 0 | -2 | 0 | -1.2%
CCOc1ccccc1CNC(=O)C1CCN(S(=O)(=O)c2ccc3c(ccn3C)c2)CC1 | 5 | 2 | -17 | -0.9 | -8 | -11 | . | 3 | 0.6%
Cc1ccc(-c2c(C)n3c4c(=O)n(C)c(=O)n(C)c4nc3n2-c2cccc(O)c2)cc1 | 0 | . | 9 | 0.0 | -4 | -4 | . | -3 | -2.6%
CCOC(=O)C1CCN(S(=O)(=O)c2cc(Cl)c(C)cc2OC)CC1 | 7 | 0 | -3 | 0.6 | . | 4 | -4 | -3 | 0.2%
O=C(Nc1ccc2[nH]ncc2c1)c1ccccc1Br | 3 | 7 | -4 | 0.3 | -5 | -1 | 2 | -4 | 0.0%
CCOC(=O)C(Cc1ccc(NC(=O)/C(=C/c2ccc(OC(C)=O)cc2)NC(C)=O)cc1)N1C(=O)c2ccccc2C1=O (configuration not stated) | 5 | -24 | 8 | . | . | 11 | . | -6 | 3.7%
CCCC1=Nc2cc(C(=O)NCCN3CCOCC3)ccc2Sc2ccccc21 | 7 | -100* | 8 | 0.8 | 7 | 9 | -8 | 5 | -4.1%
NC(=O)CS(=O)(=O)c1nc2ccccc2n1CC(=O)N1CCCCC1 | 2 | 21 | -13 | 0.6 | 0 | 3 | 0 | -8 | -0.4%
O=c1ccc(-c2ccc(S(=O)(=O)Nc3cccc(F)c3)o2)n[nH]1 | 1 | 6 | 4 | -0.9 | -5 | 0 | 8 | -6 | 6.5%
COc1cccc(C(=O)Nc2nc(-c3ccc(S(=O)(=O)N4CCOCC4)cc3)cs2)c1 | 5 | 9 | -8 | 0.9 | 7 | 6 | 5 | -1 | -1.4%

Reformatted with values under each structure: entries from further up
Values run as follows: D1 agonist | RXFP1 antagonist | D1 antagonist | D2 agonist | D2 potentiator | TRHR enhancer | D2 antagonist | D1 potentiator | RXFP1 ag
CCN(CC)C(=S)Oc1ccc(Cl)cc1Cl
→ 1 | -15 | -17 | . | . | 24 | . | -7 | -0.2%
COc1ccc(OC)c(NC(=O)C2CCN(c3ncccn3)CC2)c1
→ 0 | 15 | 7 | . | 11 | 4 | -8 | 2 | 1.0%
O=S(=O)(/N=C(/Nc1ccc(Cl)c(S(=O)(=O)Nc2ccccc2Cl)c1)c1ccc(F)cc1)c1ccccc1
→ 4 | -13&7 | -12 | 0.4 | -12 | -3 | 1 | -3 | -0.9%
CC(=O)N1CCN(c2ccc(NC(=S)NC(=O)/C=C/c3ccccc3)cc2)CC1
→ 2 | . | 3 | -1.2 | 5 | 1 | 8 | 6 | 1.9%
CCOc1ccc(S(=O)(=O)N2CCC(C(=O)OCc3cccc(OC)c3OC)CC2)cc1
→ 22 | 6 | 0 | 3.0 | 12 | -5 | 28 | -4 | -1.2%
CC(=O)Nc1nc(C)nc(C)c1C(C)=O
→ 3 | 3 | 3 | 0.4 | 4 | 13 | -6 | 4 | 0.5%
CC(C)c1ccc(/C=N/N2CCN(c3ccccn3)CC2)cc1
→ 3 | -20 | -2 | 0.2 | -12 | -5 | -6 | 8 | -2.7%
CCCCc1c(O)nc(SCC(=O)O)[nH]c1=O
→ 0 | -27 | -16 | 0.0 | 7 | -11 | -4 | -1 | 0.5%
COc1ccc(S(=O)(=O)N(CCc2ccccc2)CC(=O)NCc2ccccc2)cc1
→ 27 | -6 | -9 | -0.8 | 3 | -6 | . | -2 | 4.7%
COc1ccc(CNCc2ccc3c(c2)n(C)c(=O)n3C)cc1
→ 3 | 3 | 3 | 0.0 | -18 | 2 | . | 0 | 6.2%
CCCn1cc(CN2CCC(n3nccc3NC(=O)c3ccc4c(c3)OCO4)CC2)c(C)n1
→ 0 | -15 | 8 | 0.3 | -2 | 0 | -10 | 3 | -2.6%

Going on with the list.
SMILES | D1 agonist | RXFP1 antagonist | D1 antagonist | D2 agonist | D2 potentiator | TRHR enhancer | D2 antagonist | D1 potentiator | RXFP1 ag
Cc1ccc(Oc2nsnc2N2CCOCC2)cc1 | -1 | -15 | -24 | . | . | 3 | . | -3 | 0.2%
Cc1ccc(C)c(OCCC(=O)Nc2cccc(S(=O)(=O)NC3=NCCCCC3)c2)c1 | 6 | -2 | -11 | -0.2 | 12 | 3 | -9 | 0 | -0.4%
CC(=O)Nc1c(Br)cc(N2C(=O)CCC2=O)cc1Br | 4 | -11 | -8 | 1.2 | 2 | -2 | 1 | -4 | -5.1%
CSc1ccc(/C=N/NC(=O)CNc2ccc3ccccc3c2)cc1 | 1 | -18 | -6 | 0.3 | 3 | 0 | 3 | -6 | 2.4%
CCCN1C(=O)/C(=C/c2ccco2)SC1=Nc1ccc(OC)cc1 | 2 | -14 | -4 | 0.9 | -5 | 0 | -8 | 4 | 1.7%
CCN1C(=O)[C@H]2[C@@H](c3ccc(SC4CCCCC4)cc3)N3CCCC[C@@]3(C(=O)OC)[C@H]2C1=O | 5 | . | 9 | 0.4 | 14 | 0 | 6 | 10 | -0.6%
CCOc1ccc(CC(=O)OCN2C(=O)c3ccccc3C2=O)cc1 | 17 | 1 | -19 | -1.3 | 30* | 10 | 2 | -5 | -0.2%
CC(=O)Nc1cccc(NC(=O)CSc2nn3c(=O)c(C)nnc3s2)c1 | 1 | . | -2 | -1.2 | 0 | -2 | 10 | -6 | 6.7%
CCS(=O)(=O)N1CCc2cc(C(=O)NCCc3ccccc3)ccc21 | 5 | . | -3 | . | -19 | 2 | . | -3 | 0.6%
CCSc1ccc(C(=O)Nc2cccc(C)n2)cc1[N+](=O)[O-] | 5 | -7 | -13 | 0.6 | 4 | -1 | -1 | 0 | 2.8%
Cc1cc2c(cc1C)N(CC(=O)N1CCCC1)C(=O)CC(c1ccccc1)=N2 | 1 | 2 | -2 | -0.5 | 2 | 2 | -13 | -5 | -0.2%
O=C(Nc1ccc(C(=O)N2CCOCC2)cc1)Nc1cccc2ccccc12 | 5 | -4 | 14 | -0.1 | 4 | 8 | 9 | -2 | -1.8%
Cc1nnc(SCC(=O)N2CCCC(N3CCN(c4ccc(F)cc4)CC3)C2)o1 (configuration not stated) | 1 | -4 | 1 | -0.2 | 13 | -6 | -6 | 9 | -1.9%
O=S(=O)(c1ccc(F)cc1)N1CCN(c2ccccn2)CC1 | 0 | -5 | . | 0.6 | -1 | -3 | -15 | -7 | -0.1%
NS(=O)(=O)c1cccc(NC(=O)CSc2ccccn2)c1 | 3 | -7 | -5 | 0.5 | -1 | 2 | -7 | -4 | -0.7%
O=C(Nc1ccc(S(=O)(=O)Nc2nccs2)cc1)c1cccc(S(=O)(=O)N2CCOCC2)c1 | 2 | 5 | 10 | -0.8 | -2 | 10 | -16 | -6 | -1.8%
C/C(=N/NC(=O)CNC(=O)c1cccs1)c1ccco1 | 2 | -15 | -1 | 1.0 | 3 | 8 | 14 | 0 | 1.6%
COc1ccc(N2C(=O)CSC2c2ccc3c(c2)OCO3)cc1 (configuration not stated) | 0 | 5 | 9 | 0.2 | 0 | -5 | 2 | -4 | -0.9%
C=CCOc1c(Cl)cc(CNn2cn[nH]c2=S)cc1OC | -2 | 1 | . | 0.1 | -3 | 6 | 0 | -1 | -0.8%
c1ccc(Cn2nnc3c(NCC4CCCO4)nc(C4CC4)nc32)cc1 (configuration not stated) | 1 | -3 | 8 | 2.4 | 8 | 0 | -20 | 7 | 0.4%
COc1cc(CNC(C)(C)CO)cc(Br)c1OCc1ccc(Cl)cc1 | 34* | ? | -6 | 2.8 | 2 | -7 | 13 | -7 | 4.7%
O=C(O)COCc1nc2ccccc2[nH]1 | 1 | 19 | 3 | -0.3 | 16 | 11 | -11 | -7 | 1.3%
O=C(Nc1cccc(NC(=O)c2cccc(Cl)c2)c1)c1cccnc1 | 3 | -2 | 12 | . | . | -3 | . | 7 | 0.1%
CC1=CCC2C(=O)N(c3ccc4ccccc4n3)C(=O)C2C1 (configuration not stated) | 2 | 2 | 8 | -0.2 | 1 | 3 | -18 | 1 | 2.6%
